ROC1-CUL1 inh: blocks human RBX1-Cullin-1 di-ubiquitin formation | in vitro K48 di-Ub FRET, acceptor:donor ratio, 45 min | AID 1347404 | P62877+Q13616 | inhibition, % at 10 µM | 140,000 tested, 0.6% active; in the data active = inhibition above about 25%
Target sequence (P62877 whole entry, looked up): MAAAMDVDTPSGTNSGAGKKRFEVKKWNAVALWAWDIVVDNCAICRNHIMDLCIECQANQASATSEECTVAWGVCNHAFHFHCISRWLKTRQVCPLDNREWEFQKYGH
Target sequence (Q13616 whole entry, looked up): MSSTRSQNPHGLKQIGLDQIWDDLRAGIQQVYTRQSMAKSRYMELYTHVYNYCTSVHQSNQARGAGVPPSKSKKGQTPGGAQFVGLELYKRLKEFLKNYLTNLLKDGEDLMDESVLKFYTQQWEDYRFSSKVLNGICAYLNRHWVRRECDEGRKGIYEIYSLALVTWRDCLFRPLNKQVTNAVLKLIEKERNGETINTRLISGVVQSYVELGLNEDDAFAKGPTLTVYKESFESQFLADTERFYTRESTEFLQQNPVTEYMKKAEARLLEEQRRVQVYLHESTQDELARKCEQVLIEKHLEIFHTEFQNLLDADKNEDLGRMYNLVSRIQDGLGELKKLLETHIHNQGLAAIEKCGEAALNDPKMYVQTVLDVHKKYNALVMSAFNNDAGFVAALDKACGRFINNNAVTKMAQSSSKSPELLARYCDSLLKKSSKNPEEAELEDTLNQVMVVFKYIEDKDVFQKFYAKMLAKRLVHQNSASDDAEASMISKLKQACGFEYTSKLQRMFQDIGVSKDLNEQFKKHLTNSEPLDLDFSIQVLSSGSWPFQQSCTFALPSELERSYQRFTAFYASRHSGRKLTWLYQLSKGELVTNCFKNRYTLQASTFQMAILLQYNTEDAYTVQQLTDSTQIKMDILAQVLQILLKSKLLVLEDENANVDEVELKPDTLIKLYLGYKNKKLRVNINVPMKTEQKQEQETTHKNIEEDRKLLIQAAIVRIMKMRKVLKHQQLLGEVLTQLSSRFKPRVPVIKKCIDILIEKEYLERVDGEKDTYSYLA
Starred values were filed as active, the others as inactive; & = joins results of further samples. This is a subset. The share of hits here may be higher or lower than overall.

SMILES | ROC1-CUL1 inh
O=C(Cn1c(-c2cccs2)cc2cc(F)ccc21)N1CCCCC1 | -1
Cc1cc(O)c(C(=O)C2=CSc3nnc(-c4ccccc4)n3N=C2)cc1Cl | 2
CC(C)COC(=O)N1CCCC1C(=O)Nc1ccc(C23CC4CC(CC(C4)C2)C3)cc1 (stereo unspecified) | 9
Cc1ccc(S(=O)(=O)Nc2ccc3nc(-c4ccc(F)cc4)oc3c2)cc1 | 4
CC1(C)CC(=O)C(C)(C)c2ccccc21 | 0
COc1ccc(C(=O)NC2(C(F)(F)F)C(=O)N=C3C2C(=O)NC(=O)N3c2ccc(C)cc2)cc1 (stereo unspecified) | 6
CCCCc1nc2ccccc2c(N)c1CCC | 0
COc1cccc(-c2ccc(NC(=O)C3CCCN3C(=O)CNC(C)=O)cc2)c1 (stereo unspecified) | -16
CCOC(=O)C1=C(C)OC(=N)C(C#N)C1c1c(C)cc(C)cc1C (stereo unspecified) | 1
CCc1[nH]c2c(CNCc3cnn(CC)c3)cc(F)cc2c1C | 5
N#Cc1c(Nc2ccccc2)ccnc1SCc1ccccc1 | -6
Cc1cc(/C=C2/C(=N)N3C=CSC3=NC2=O)c(C)n1-c1ccc(Cl)cc1Cl | -7
CC1(C)Cc2nc(N3CCOCC3)ncc2C(NC(=O)Nc2ccccc2)C1 (stereo unspecified) | 4
CN(C)/C=C/c1nnnn1-c1ccc(-c2ccccc2)cc1 | 3
COC(=O)c1ccccc1NC(=O)c1c(NC(=O)c2ccco2)sc2c1CCC(C(C)(C)C)C2 (stereo unspecified) | -5
CCN1C(=O)c2ccccc2S(=O)c2ccc(C(=O)N3CCN(c4ccccc4OC)CC3)cc21 (stereo unspecified) | 4
CCOc1cc(/C=C2\C(=O)Nc3ccc(Br)cc32)cc(I)c1O | 8
O=C(Nc1ccc(O)cc1)c1cc2ccccc2c(=O)s1 | 7
CC(=O)c1cc(-c2ccccc2)n(C)c1C | 9
COc1ccc(NC(=O)Cn2nc(SC)c(S(=O)(=O)c3ccc(C)cc3)c2N)cc1OC | 2
CCn1cc(C(=O)NCCCOC(C)C)c(=O)c2cc(S(=O)(=O)N(C)C3CCCCC3)ccc21 | -3
COc1ccc(C2c3c(n[nH]c3C(C)(C)C)OC(=N)C2C#N)c(OC)c1 (stereo unspecified) | 17
C=CCOc1cccc(C2C(C(=O)c3ccc(OCCC)cc3)C(=O)C(=O)N2CCN(CC)CC)c1 (stereo unspecified) | 11
COc1ccc(C(=O)NC2CC2)cc1OC1CCN(C2CCC2)CC1 | 8
O=C(Nc1nc2ccc(F)cc2s1)c1nc(SCc2ccccc2F)ncc1Cl | 9
Nc1ccc2nc(SCc3cccc4ccccc34)sc2c1 | 18
CCN(CC)C(=N)N1c2ccccc2CCC1C (stereo unspecified) | 6
Cc1ccccc1-c1nnc(NC(=O)NCc2ccc(C(F)(F)F)nc2)s1 | 7
O=C(Nc1ccccc1C(F)(F)F)N1CCC2(CC1)Oc1ccccc1C(=O)N2Cc1ccccc1F | -5
Cn1c(Oc2ccccc2N=Cc2cc(Br)c(O)c(Br)c2)cc(=O)n(C)c1=O | -6
CCOC(=O)c1ccc(NC(=O)CN2C(=O)C(C)(C)c3ccccc32)cc1 | 3
COCC1CCN(C(=O)c2cc(COc3ccc4sc(C)nc4c3)on2)C1 (stereo unspecified) | -1
Cc1cc(C)c(/C=C/c2onc(C)c2S(=O)(=O)N2CCC(C(=O)Nc3ccc(Cl)cc3C)CC2)c(C)c1 | 10
CCCCN(CCCC)CCCN1C(=O)C(=O)C(C(=O)c2ccco2)C1c1ccccn1 (stereo unspecified) | 0
CCOc1ccc(-n2cc(C(=O)O)c(=O)c3cc(F)c(F)c(F)c32)cc1F | 4
CSc1ccc(CC2(CCC(=O)N3CCC(O)(c4ccc(Cl)cc4)CC3)CCC(=O)N2)cc1 (stereo unspecified) | 15
CC(=O)Nc1ccc(S(=O)(=O)Nc2ccc3c(c2)n(C)c(=O)n3C)c(C)c1 | 1
CCCCNC(=O)Cn1nc(N2CCN(c3ccccc3OC)CC2)ccc1=O | -2
CC(=O)c1nn(-c2cccc(Cl)c2)c(C)c1C(C)=O | 8
CN(C(=O)c1cc(COc2ccc3c(c2)CCCC3)on1)C1CCOCC1 | 2
COc1cc(C(=O)O)ccc1OS(=O)(=O)c1ccc(Br)cc1 | -2
CC1CCN(c2oc(-c3cccs3)nc2S(=O)(=O)c2ccc(Cl)cc2)CC1 | 1
CC(=O)c1c(C)nn(CCc2nc(-c3c(C)ncc4c3CCNC4)no2)c1C | -2
Cc1oc(-c2ccc(Cl)cc2)nc1CSc1nc2ncccc2[nH]1 | -2
N#Cc1nc2cc(F)c(F)cc2nc1N | -3
Cn1c(CSc2nc3ccccc3s2)n[nH]c1=S | 2
CCOc1ccccc1CNc1ccc(N2CCN(C(C)=O)CC2)cc1 | -1
O=C1Sc2c(S(=O)(=O)Nc3ccc(O)cc3)cc(S(=O)(=O)Nc3ccc(O)cc3)c3cccc1c23 | -4
Cc1nc2nc[nH]n2c(=O)c1NC(=O)c1cccc(OCC(C)C)c1 | 8
CCCCC(=O)c1ccc(CCCC)nc1SC1CC(=O)N(c2ccc(OC)cc2)C1=O (stereo unspecified) | -4
CC(C)Cc1ccc(S(=O)(=O)N2CCN(Cc3noc(CCC(=O)N4CCCCC4)n3)CC2)cc1 | 1
Cc1ccc(-n2c(=O)c3c(C)c(C)sc3n(CC(=O)c3ccc(Cl)cc3)c2=O)cc1C | -4
CCN(CC)CCn1c(C)nc(=O)c(-c2ccccc2)c1C | 2
CC12CN3CC(c4ccccc4)(CN(C1)C3c1ccc(O)cc1)C2=O (stereo unspecified) | -3
O=C(N/N=C/c1ccc([N+](=O)[O-])cc1)c1cc2c(ccc3ccccc32)o1 | 9
COc1cc(CN(CC2CCCO2)C(=O)c2ccc(F)cc2)cc(OC)c1OC (stereo unspecified) | -6
O=C(C(c1ccccc1)c1ccccc1)N1CCC(c2ccccc2)C1 (stereo unspecified) | -11
Cc1ccc(Cl)cc1NC(=O)C(NS(=O)(=O)c1ccc2c(c1)CCC(=O)N2)c1ccccc1 (stereo unspecified) | -9
COc1ccc(Cc2nc3ccc(C(=O)NCC4CCCO4)cc3o2)cc1 (stereo unspecified) | 5
COCC1CCCN(Cc2cn(C)nc2-c2ccccc2F)C1 (stereo unspecified) | 5
Next compounds:
SMILES | ROC1-CUL1 inh
Cc1ccc(CCC(=O)Nc2ccc(F)c(F)c2)cc1 | 7
O=C(Nc1cccc(F)c1)Nc1ccnn1C1CCN(C(=O)CCn2cccn2)CC1 | 5
CCCCCc1nnc(NC(=O)N2CCC(NS(C)(=O)=O)CC2)s1 | -6
Cc1cc(C)c2nc(-c3ccccc3Cl)oc(=O)c2c1 | -2
CC(=O)NC1=NC(=O)/C(=C/c2ccc(OC(C)=O)cc2)S1 | 9
Cc1ccc(-c2nc3sccn3c2Nc2ccccc2C)cc1 | -3
CCOC(=O)C1C(c2ccccc2)=Nc2ncnn2C1c1ccc(C#N)cc1 (stereo unspecified) | 2
Cc1cc(C)c(NC(=O)CN2c3ccccc3S(=O)(=O)c3ccccc32)c(C)c1 | 0
CCOC(=O)C1(Cc2ccc(F)cc2F)CCCN(C(=O)c2ocnc2C)C1 (stereo unspecified) | -2
CC1C(=NNC(=O)C(F)(F)F)C(=O)N(c2ccccc2)N1C (stereo unspecified) | -1
CCCC(=O)Nc1nnc(SCC(=O)N2CCN(c3cccc(Cl)c3)CC2)s1 | 1
CSc1nnc(NS(=O)(=O)c2ccc(F)cc2)s1 | 6
CCCc1cc(=O)[nH]c(N2CCN(c3ncccn3)CC2)n1 | 13
CCSc1nnc2c(n1)OC(/C=C/c1ccccc1)Nc1ccccc1-2 (stereo unspecified) | -8
CCCC1=NN2C(=N)/C(=C/c3ccccc3OS(=O)(=O)c3ccc(C)cc3)C(=O)N=C2S1 | -11
CCN(CC)c1ccc(NC(=O)c2c(C)nn(-c3ccc(F)cc3)c2-n2cccc2)c(C)c1 | 0
Cc1ccc(NC(=O)CSc2nc(-c3ccc(F)cc3)cc(C(F)(F)F)c2C#N)cc1 | 0
CC(=O)N1C/C(=C\c2sccc2C)C(=O)/C(=C/c2sccc2C)C1 | -2
COC(=O)c1c(NC(=O)c2cc(OC)c(OC)c(OC)c2)sc2c1C(C(=O)OC)CC2 (stereo unspecified) | 3
CSc1ccc(Cl)c(C(=O)Nc2ccc(SC#N)cc2C)c1 | 5
Cc1cccc(OCC(=O)Nc2cccc(C(=O)OCc3cc(=O)n4nc(C(C)C)sc4n3)c2)c1 | -3
CCc1ccccc1NC(=O)Nc1cc(C(=O)NCc2ccc(OC)cc2)ccc1N1CCCC1 | 0
CCOC(=O)NC(Nc1sc2c(c1C(=O)OC)CCCC2)(C(=O)OCC)C(F)(F)F (stereo unspecified) | -5
O=c1c2ccccc2n(Cc2c(F)cccc2Cl)c(=O)n1Cc1ccccc1 | -8
O=C1CCSc2ccc(S(=O)(=O)Nc3ccc(Cl)c(C(F)(F)F)c3)cc2N1 | 9
Cc1ccc(S(=O)(=O)NC(C)C(=O)Nc2ccc(Cl)c(C(F)(F)F)c2)cc1 (stereo unspecified) | -2
COc1ccc(NC(=O)C2C(C)=Nc3nc(SCc4ccc(C)cc4C)nn3C2c2cccc(OC)c2OC)cc1 (stereo unspecified) | 4
COc1cc(C(=O)Nc2ccc3oc(-c4ccccc4)nc3c2)cc(OC)c1OC | -1&1
Brc1cccc(CNc2ncn[nH]2)c1 | 4
CC(C)(C)c1ccc(OC(=O)c2c(Cl)ccc(Cl)c2Cl)cc1 | -9
Cc1ccc(Sc2c(C)nn(C(=O)c3ccc(Cl)cc3)c2C)cc1 | 7
CN(C)S(=O)(=O)c1ccc(-c2csc(=Nc3ccccc3)n2C(C)(C)C)cc1 | 3
COc1ccccc1CCN1CCC(CN(C)C(=O)c2cccnc2)CC1 | -9
CCCCOc1ccc(/C=N/N(C)C2NS(=O)(=O)C3CCCCC23)cc1 (stereo unspecified) | 5
CCn1c(SCc2ccc(Cl)cc2)nnc1-c1cc(-c2ccccc2)sc1N | -1
CSCCNCc1c(C(=O)N2CCCCCCC2)nc2sccn12 | 5
O=C(Nc1ccc(Cl)c(Cl)c1)c1nn2c(C(F)(F)F)cc(-c3ccccc3)nc2c1Cl | -4
CC(NC(=O)CSc1nc(-c2cccs2)cc(C(F)(F)F)n1)c1ccccc1 (stereo unspecified) | 4
Cc1c(Cl)cccc1NC(=O)COCc1cc(-c2ccc3c(c2)OCO3)on1 | 10
O=C(Cn1cnc2c(nc3n2CCCCC3)c1=O)Nc1ccc(F)c(Cl)c1 | 2
O=C(NCCOc1ccccc1)c1cn(CC2CCCO2)nn1 (stereo unspecified) | -5
Brc1cccc(N2C(n3nnc4ccccc43)CCCC2n2nnc3ccccc32)c1 (stereo unspecified) | 5
Cc1[nH]n(-c2ccccc2)c(=O)c1C(c1ccccc1O)c1c(C)[nH]n(-c2ccccc2)c1=O | -7
O=C(CCc1nnc(Cc2ccc3c(c2)OCO3)o1)N1CCOc2ccccc2C1 | 0
C(=C\c1cccc2ccccc12)/c1nnc(-c2cccs2)o1 | -10
COc1ccc2c(c1)c(=O)c(S(=O)(=O)c1ccc(Cl)cc1)cn2Cc1cc(C)ccc1C | 1
C=C(C)CSc1nc(N)c2sc3c(c2n1)COC(C)(C)C3 | -9
CSc1cccc(NS(=O)(=O)c2cn(C)c(C)n2)c1 | 7
CCOc1cc(CN2CC[C@@H](N3CCN(C)CC3)[C@H](O)C2)ccc1O | 0
Cc1c(C(=O)OC2CCC(C)CC2)[nH]c2c1C(=O)CC(c1ccc(F)cc1)C2 (stereo unspecified) | 9
COc1cc(C(c2c(C)[nH]c3ccccc23)c2c(C)[nH]c3ccccc23)cc(Cl)c1OCc1ccccc1 | -3
O=S(=O)(NC(c1ccccc1)c1ccccc1)c1ccc(Br)cc1 | 6
COc1ccc(C2C(C#N)=C(C)N(C)C3=C2C(=O)c2ccccc23)cc1 (stereo unspecified) | -8
CCC(CC)C(=O)Nc1ccc(-c2cn3cccnc3n2)cc1 | 1
CCOC(=O)C1(CCc2ccccc2)CCN(C(=O)c2cc[n+]([O-])cc2)CC1 | -7

16 neighbouring entries already listed, quoted:
SMILES | ROC1-CUL1 inh
O=C(Cn1c(-c2cccs2)cc2cc(F)ccc21)N1CCCCC1 | -1
Cc1cc(O)c(C(=O)C2=CSc3nnc(-c4ccccc4)n3N=C2)cc1Cl | 2
CC(C)COC(=O)N1CCCC1C(=O)Nc1ccc(C23CC4CC(CC(C4)C2)C3)cc1 (stereo unspecified) | 9
Cc1ccc(S(=O)(=O)Nc2ccc3nc(-c4ccc(F)cc4)oc3c2)cc1 | 4
CC1(C)CC(=O)C(C)(C)c2ccccc21 | 0
COc1ccc(C(=O)NC2(C(F)(F)F)C(=O)N=C3C2C(=O)NC(=O)N3c2ccc(C)cc2)cc1 (stereo unspecified) | 6
CCCCc1nc2ccccc2c(N)c1CCC | 0
COc1cccc(-c2ccc(NC(=O)C3CCCN3C(=O)CNC(C)=O)cc2)c1 (stereo unspecified) | -16
CCOC(=O)C1=C(C)OC(=N)C(C#N)C1c1c(C)cc(C)cc1C (stereo unspecified) | 1
CCc1[nH]c2c(CNCc3cnn(CC)c3)cc(F)cc2c1C | 5
N#Cc1c(Nc2ccccc2)ccnc1SCc1ccccc1 | -6
Cc1cc(/C=C2/C(=N)N3C=CSC3=NC2=O)c(C)n1-c1ccc(Cl)cc1Cl | -7
CC1(C)Cc2nc(N3CCOCC3)ncc2C(NC(=O)Nc2ccccc2)C1 (stereo unspecified) | 4
CN(C)/C=C/c1nnnn1-c1ccc(-c2ccccc2)cc1 | 3
COC(=O)c1ccccc1NC(=O)c1c(NC(=O)c2ccco2)sc2c1CCC(C(C)(C)C)C2 (stereo unspecified) | -5
CCN1C(=O)c2ccccc2S(=O)c2ccc(C(=O)N3CCN(c4ccccc4OC)CC3)cc21 (stereo unspecified) | 4

Screening results deposited in PubChem BioAssay by Icahn School of Medicine at Mount Sinai.
